HT1080-NT tox: qHTS for induction of synthetic lethality in tumor cells producing 2HG: qHTS for the HT-1080-NT fibrosarcoma cell line | Potency, µM (series often up to 46.1 µM), for the others: at the top dose activity, negative = less viability, usual class: cytotoxic | HT-1080-NT fibrosarcoma viability, CellTiter-Glo ATP luminescence, 48 h | AID 686970, 2013 | 360,000 tested, 1.6% active;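 also: NT is the 2HG producing partner of a matched IDH1 knockdown line; potency is read from the fitted curve at half-maximal effect; 0% = DMSO-treated cells and -100% = media-only wells without cells; nearly all actives have a fitted effect of over 55% in size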
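HT-1080-NT; 750 cells/well; 5% FBS RPMI; 48 h compound, 37 degrees C; CellTiter-Glo luminescence; curve fitting and curve-class assignment.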
SW480 rereplic: A quantitative high throughput screen for small molecules that induce DNA re-replication in SW480 colon adenocarcinoma cells. SW480 DNA re-replication, Hoechst DNA content imaging, 48 h. Potency, µM (highest dose often 46.1 µM), without a hit: top-dose re-replication activation, usual class: activators. 340,000 tested, 1.8% active. AID 624297, 2012; also: potency is read from the fitted curve at half-maximal effect; % of control where 0% means no effect; nearly all actives have a fitted effect of over 55% in size
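Hoechst fluorescence of nuclei (405 nm excitation, 500-530 nm emission) measured by plate-scanning imager after 48 hr compound exposure at 37 C; re-replication scored as increased number of nuclei with elevated intensity.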
HT1080 IDH1KD tx: qHTS for induction of synthetic lethality in tumor cells producing 2HG: qHTS for the HT-1080-IDH1KD cell line; Potency, µM (doses to about 46.1 µM), for the others: at the top dose activity, negative = toxicity, hits mostly cytotoxic; AID 686971, 2013; HT-1080 IDH1 knockdown viability, ATP luminescence, 48 h; 360,000 tested, 2% active;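 also: potency is read from the fitted curve at half-maximal effect; 0% = DMSO wells and -100% = cell-free medium wells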
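Luminescent ATP read-out (CellTiter-Glo, 10 min at room temperature) after 48 h compound exposure at 37 °C gave viability of IDH1-knockdown HT-1080 cells. Activity was normalised to DMSO and cell-free wells, then fitted as concentration-response curves.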
DRD3 agonist: qHTS of D3 Dopamine Receptor Agonist: qHTS; D(3) dopamine receptor (Homo sapiens), P35462; D3R DiscoveRx beta-arrestin cells, luminescence, 90 min; max activation, %; 410,000 tested, 0.58% active; in the data active = max activation above about 30%; also: 0% is about no effect; mostly tested at two doses, the higher about 12 µM
Target sequence (P35462 whole entry, looked up): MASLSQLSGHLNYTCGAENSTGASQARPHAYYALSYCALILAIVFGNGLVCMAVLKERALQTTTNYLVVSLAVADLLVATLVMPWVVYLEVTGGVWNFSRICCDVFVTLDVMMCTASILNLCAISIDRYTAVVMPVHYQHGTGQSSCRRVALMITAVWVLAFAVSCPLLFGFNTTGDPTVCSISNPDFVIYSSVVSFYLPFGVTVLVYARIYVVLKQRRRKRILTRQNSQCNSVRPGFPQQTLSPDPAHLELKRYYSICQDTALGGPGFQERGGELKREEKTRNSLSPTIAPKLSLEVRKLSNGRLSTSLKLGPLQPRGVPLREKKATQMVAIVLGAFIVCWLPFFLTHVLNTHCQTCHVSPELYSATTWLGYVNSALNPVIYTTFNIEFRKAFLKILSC
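Cells at 1500/well, incubated overnight, then treated with pinned compounds (dopamine as control) for 90 min at 37 degrees C. DiscoveRx reagent added for 30 - 60 minutes at room temperature; luminescence read.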
GLP1R cytotox: qHTS of GLP-1 Receptor Inverse Agonists: Cytotox Screen. HEK293 cAMP-luciferase reporter cells, luminescence, 24 h. Potency, µM (highest dose often 38.3 µM), without a hit: at the highest dose activity change, negative = inhibition, actives largely listed as inhibitors. 410,000 tested, 0.13% active. AID 624418, 2012;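 also: loss of luciferase light is scored as toxicity; potency is read from the fitted curve at half-maximal effect; % is scaled to controls: 0 for no effect and ±100 for the full control effect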
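A 23 nL compound transfer followed 12 hours of cell culture at 37 deg C; exposure then lasted 24 hr. Luciferase assay detection reagent was dispensed and plates read for luminescence after a 12 min room-temperature wait.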
IL1B secr inh: qHTS for Inhibitors of Inflammasome Signaling: IL-1-beta AlphaLISA Primary Screen | THP-1 LPS/ATP IL-1B secretion, AlphaLISA, 16 h; stronger effect = lower value | activity change, % at 57.5 µM | 360,000 tested, 4.7% active | AID 743279, 2014; in the data active = activity change below about -50%; inconclusive = mostly about -30% to -49%; also: % is scaled to controls: 0 for no effect and ±100 for the full control effect
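THP-1 cells pretreated 1 hr with compounds (up to 57.5 uM final), then stimulated with LPS (250 ng/mL final) plus ATP (1.25 mM final); secreted IL-1B measured by AlphaLISA after 16 hr, decreased signal indicating inhibition.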
MCF10A rereplic: A quantitative high throughput screen for small molecules that induce DNA re-replication in MCF 10a normal breast cells; MCF 10A DNA re-replication, Hoechst nuclear intensity, 48 h; 350,000 tested, 2.9% active; Potency, µM (top dose mostly 46.1 µM), inactives show top-dose activity, positive = re-replication, most hits filed as activators; AID 624296, 2012; also: potency is read from the fitted curve at half-maximal effect; % of control where 0% means no effect; nearly all actives have a fitted effect of over 50% in size
KB-3-1 cytotox: qHTS assay for MDR1-selective chemotherapeutics: Primary screen using the parental adenocarcinoma cell KB-3-1; KB-3-1 viability, CellTiter-Glo ATP luminescence, 72 h; Potency, µM (top dose mostly 46.1 µM), inactives show at the top dose activity change, negative = cytotoxic, hits mostly cytotoxic; 400,000 tested, 1.4% active; also: potency is read from the fitted curve at half-maximal effect; % is scaled to controls: 0 for no effect and ±100 for the full control effect; nearly all actives have a fitted effect of over 60% in size
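Screening of KB-3-1 cells (DMEM, 10% FBS, phenol-red free) ran from lowest to highest compound concentration; after 72 h at 37 °C viability was read luminescently and curves fitted.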
KB-V1 cytotox: qHTS assay for MDR1-selective chemotherapeutics: Primary screen using the drug-selected MDR subline cells KB-V1. AID 1347076, 2019. 400,000 tested, 3.4% active. KB-V1 MDR cells viability, CellTiter-Glo, 72 h. Potency, µM (highest dose often 46.1 µM), for the others: top-dose activity change, negative = cytotoxicity, most hits filed as cytotoxic; also: potency is read from the fitted curve at half-maximal effect; % is scaled to controls: 0 for no effect and ±100 for the full control effect; nearly all actives have a fitted effect of over 60% in size
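qHTS viability screen in drug-selected KB-V1 MDR cells: 72 h compound treatment at 37 degrees C, ATP luminescence end point.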
An asterisk follows results filed as active; u = inconclusive; x = no result given; & = joins results of further samples; [ ] = remark or other dose. Unless noted, calls follow the shape of the dose curve; as a rule, active = well fitted curve in the direction sought with a large enough effect; inconclusive = small, poorly fitted or top-dose-only effect, or another doubt; inactive = no such curve, though single readings can be large; an effect the other way counts as inactive or inconclusive.

Under each structure – HT1080-NT tox, SW480 rereplic, HT1080 IDH1KD tx, DRD3 agonist, GLP1R cytotox, IL1B secr inh, MCF10A rereplic, KB-3-1 cytotox, KB-V1 cytotox
> CCCOc1ccc2c3c(c(=O)oc2c1OCCC)CCC3
  u, 5%, u, 6, -4%, -12, 17%, -20%, 0%
> OC(CNC1CCCc2ccccc21)COc1ccc2ccccc2c1 (configuration not stated)
  -25%, u, -17%, -3, -9%, -11, u, 4%, -1%
> CN(C(=O)C1CCN(S(=O)(=O)c2cccs2)CC1)c1ccccc1
  -3%, 5%, 5%, -4, -10%, 6, -13%, -7%, u
> COC(=O)c1ccccc1NC(=O)CN(c1ccccc1OC)S(C)(=O)=O
  x, x, x, 3, 2%, x, x, 14%, u
> COc1[nH]c(/N=C/c2ccccc2)c(C#N)c1C#N
  0%, -1%, 10%, 1, 75%[activator], -4, 3%, 11%&8%, -7%&0%
> CCOC(=O)c1ccc(NC(=O)c2c(NC(C)=O)sc3c2CCC(C)C3)cc1 (configuration not stated)
  x, x, x, -4, 7%, x, x, 4%, 4%
> CCOC(=O)C1(CC)NC(c2ccco2)C2C(=O)N(C)C(=O)C21 (configuration not stated)
  19%, -15%, 29%, 2, -1%, 6, u, -5%, 4%
> N#CC(C#N)=CC1=C2OC(c3ccccc3)=CC(c3ccccc3)=C2CCC1
  8%, u, 13%, 9, 0%, -10, u, 3%, -19%
> Cc1ccc2[nH]c(=O)c(CN(Cc3ccco3)C(=O)CN3CCCC(C)C3)cc2c1 (configuration not stated)
  -7%, -4%, -5%, -2, -4%, 14, 1%, 10%, u
> CC1CCc2nc3ncn(Cc4ccccc4C#N)c(=O)c3cc2C1 (configuration not stated)
  x, x, x, 5, -11%, x, x, 14%, 13%
> CCOc1ccccc1CNC(=O)c1ccc2nc(Cc3ccc(OC)cc3)oc2c1
  x, x, x, -9, -15%, x, x, -15%, -1%
> N=c1sccn1CC(=O)Nc1ccc(S(N)(=O)=O)cc1
  -24%, u, -24%, 2, -9%, 40, -2%, -10%, -2%
> Cn1cc(C(=O)NCCN2CCN(c3cccc(Cl)c3)CC2)c2c3ccccc3n(C)c2c1=O
  2%, 3%, 14%, -23, 8%, 4, -1%, -7%, -1%
> CN(C)C(=O)CCc1ccc2c3c([nH]c2c1)[C@]1(CCc2ccccc2)[C@@H](C(=O)N2CCCCC2)C[C@H](CC(=O)NCCCn2ccnc2)C(=O)N1CC3
  3%, 28%[9.22 µM], 11%, 7, 0%, -9, u, 1%, 29%
> CCCCNC(=O)C1c2ccccc2OCC(=O)N1Cc1ccc2c(c1)OCO2 (configuration not stated)
  9%, x, 5%, 2, -10%, 12, x, 20%, 5%
> O=C(Nc1cccc(Br)c1)N1CCC(CN2CCCCC2)CC1
  x, x, x, -17, 0%, x, x, -5%, 4%
> Cc1[nH]n(-c2cccc(Cl)c2)c(=O)c1C=NC12CN3CN(CN(C3)C1)C2
  -6%, -1%, -2%, 3, 53%[activator], -3, -1%, -8%, -16%
> CCN1CCCc2cc(CN(CCN3CCOCC3)C(=O)Nc3ccc(C)c(C)c3)ccc21
  -3%, 4%, -18%, -9, 19%, u, u, -15%, 21µM*
> O=C(CC1OC(=O)c2ccccc21)Nc1cccc(S(=O)(=O)N2CCCCCC2)c1 (configuration not stated)
  1%, 1%, -3%, -6, 3%, -4, 16%, -1%, u
> COC(=O)C1CCN(c2cc(=O)n(-c3ccccc3Cl)c(=O)[nH]2)CC1
  11%, -2%, 4%, 11, -1%, 9, 3%, 11%, 6%
> S=C1NCCC12C(=S)Nc1ccccc12 (configuration not stated)
  0%, -13%, 5%, 3, 3%, -2, 3%, 0%, 10%
> O=C(Nc1ccc(Cl)cn1)c1cccc(S(=O)(=O)N2CCCC2)c1
  -13%, -13%, -16%, 8, 7%, -14, 5%, -13%, 16µM*
> COc1ccc(C2CC3CC(c4ccccc4)N2O3)cc1 (configuration not stated)
  3%, -1%, -8%[9.24 µM], -5, 2%, 15, -2%, -6%, 0%
> CCCCOC(=O)C[N+](C)(C)CCOC1CC2CCC1(C)C2(C)C (configuration not stated)
  u, 1%, -28%, -9, -10%, u, 1%, -27%, -1%
> O=C(Nc1ccc(O)c(C(=O)O)c1)c1cccc(NC(=O)c2ccco2)c1
  -10%, -3%, 1%, 0, -1%, 16, 0%, 0%, 16%
> O=C(CN(Cc1ccccc1)C1=NCCS1)c1ccc(Cl)cc1
  -15%, -12%, -6%, -12, 6%, -7, 1%, 0%, -6%
> Cc1noc(C)c1COC(=O)C1CCN(S(=O)(=O)c2ccc(F)cc2)CC1
  5%, 0%, 13%, -17, -10%, 0, -2%, 1%, -21%
> COc1ccc(CNC(=O)COC(=O)c2ccc(Br)cc2)cc1
  -5%, 6%, 1%, 10, 0%, -4, u, 1%, -2%
> Cc1ccc(NC(=O)CCC(=O)c2ccc(Cl)s2)nc1
  7%, -8%, 2%, -8, 5%, 17, -3%, 2%, 0%
> Cc1nnc(Nc2ccc(Cl)cc2)n(N)c1=O
  -4%, 1%, 3%, -1, 8%, u, 4%, -6%, -1%

A few values from the results shown.
Reading of CN(C(=O)C1CCN(S(=O)(=O)c2cccs2)CC1)c1ccccc1 in MCF10A rereplic: -13%
Reading of Cc1ccc(NC(=O)CCC(=O)c2ccc(Cl)s2)nc1 in KB-V1 cytotox: 0%

The results go on.
Under each structure – HT1080-NT tox, SW480 rereplic, HT1080 IDH1KD tx, DRD3 agonist, GLP1R cytotox, IL1B secr inh, MCF10A rereplic, KB-3-1 cytotox, KB-V1 cytotox
> CN1/C(=C/C(=O)COC(=O)C2COc3ccccc3O2)C(C)(C)c2ccccc21 (configuration not stated)
  -7%, 3%, -5%, 0, -1%, 10, -1%, 16%, 4%
> COc1ccc2[nH]c3c(=O)n(CCCC(=O)NC4CCCCC4C)c(=S)[nH]c3c2c1 (configuration not stated)
  -4%, u, 9%, -8, 0%, 5, 7%, 9%, 23%
> CC1(C)O[C@H]2CC(=O)OC[C@]23[C@H]2CC[C@@]4(C)[C@H](c5ccoc5)OC(=O)[C@H]5O[C@]54[C@]2(C)[C@@H](O)C[C@@H]13
  13%, -7%, 2%, 2, 0%, 25, 4%, 0%, 15%
> CC(OC(=O)c1ccc2ccccc2n1)C(=O)Nc1ccc(N2CCOCC2)cc1 (configuration not stated)
  0%, -42%[inhibitor], 15%, -6, -1%, 31, 2%, 14%, 3%
> CC(OC(=O)C1CC1)C(=O)Nc1ncc(Cl)cc1Cl (configuration not stated)
  5%, 0%, 2%, 4, 1%, 16, -1%, 12%, u
> Cc1cccc(NC(=S)N(CCCN2CCOCC2)C(C)c2cc3ccccc3o2)c1 (configuration not stated)
  9%, -8%, 3%, -14, -3%, 5, 5%, -1%, 0%
> CSc1nc(C(=O)N2CCCC(C(=O)c3ccc(Cl)cc3)C2)cs1 (configuration not stated)
  4%, -5%, 2%, 2, 0%, 55, u, -18%, u
> COC(=O)c1ccc(N/C=C\C(=O)c2ccc3c(c2)OCO3)cc1
  24%, 0%, 15%, 1, 8%[7.66 µM], -9, 11%, -7%, -3%
> CCOc1cccc(N)c1
  17%, -1%, -5%, 2, 3%, 3, -6%, 0%, 1%
> Cc1ccc(C(=O)NCC(c2ccc3c(c2)OCO3)N2CCN(c3ccc(F)cc3)CC2)cc1 (configuration not stated)
  x, x, x, -20, 1%, x, x, -21%, -31%
> c1ccc2c(c1)ccc1ccccc12
  0%, -4%, 1%, 0, 17%, -27, -1%, 11%, 22%
> CCCCc1nc2sc3c(=O)n(N)cnc3c2c2c1CCC2
  6%, 4%, 4%, 0, -2%, 0, -8%, u, -29%
> Cc1cc(C(=O)CCC(=O)N(C)CC2COc3ccccc3O2)c(C)s1 (configuration not stated)
  -6%, x, 0%, -4, 5%, 18, x, -4%, -3%
> O=C(NCCC1CCCCN1S(=O)(=O)c1ccccc1)C(=O)Nc1ccccc1 (configuration not stated)
  2%, 9%, 0%, 1, -3%, -16, u, 2%, 9%
> COc1ccc(NC(=O)Nc2ccc(C(=O)N3CCOCC3)cc2)c(OC)c1
  22%, -13%, 13%, 3, -11%, -5, -2%, 17%, 2%
> CCc1ccc(C2CC(c3ccco3)=NN2S(C)(=O)=O)cc1 (configuration not stated)
  -11%, 0%[9.22 µM], -28%, -6, 6%, 0, 14%, u, u
> Cc1cc(S(=O)(=O)Nc2ccc(C(=O)NCCCn3ccnc3)cc2)ccc1F
  10%, -1%, 5%, 4, 4%, -5, 11%, 10%, 2%
> COc1cc2c(cc1OC)/C(=C/C(=O)OCc1ccccc1)OC2
  -18%, x, -9%, 7, 21%, u, x, 6%, u
> O=C(CN1CCN(Cc2ccccc2)CC1)Nc1ccc([N+](=O)[O-])cc1C(=O)Nc1ccccc1F
  16µM*, -2%, 21µM*, 0, u, -12, 28%, -19%, u
> CCOCC(=O)Nc1ccc2c(c1)N(S(=O)(=O)c1cccs1)CCC2
  -6%, 1%, -10%, -13, -1%, -6, 2%, 6%, -2%
> CCCOC(=O)CC1C(=O)NCCN1C(=O)OC(C)(C)C (configuration not stated)
  -9%, -5%, 1%, -8, -18%, -16, 3%, -5%, -3%
> COc1ccc(NS(=O)(=O)c2ccc(N3C(=O)CCC3=O)cc2)cc1
  -2%, -2%, -2%, -4, 1%, -22, -1%, 5%, 0%
> COCCCNc1nc(N)c([N+](=O)[O-])c(Nc2cc(OC)ccc2OC)n1
  -7%, u, -8%, -8, 2%, x, u, 10%, -26%
> O=C(COC(=O)/C=C/c1cccc(C(F)(F)F)c1)Nc1cccc(S(=O)(=O)NC2=NCCC2)c1
  0%, x, 7%, 2, 1%, -15, x, -6%, -16%

From PubChem

This is a random part of the collection; overall some 11% were active at least once.
